Screening data from PubChem BioAssay.
EphB4 antag: EphB4-ephrin-B2 interaction antagonism; inhibition, % at 7 µM; actives 0.15% (n = 97,000); EphB4 LBD / TNYL-RAW-Alexa532 peptide, fluorescence polarization;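 active = inhibition above the screen-wide mean inhibition plus 3 SD, cut at about 15% in these data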;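 also: 0% = DMSO wells and 100% = excess unlabeled TNYL-RAW peptide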
Target sequence (P54760 whole entry, looked up, the tested form may be a part): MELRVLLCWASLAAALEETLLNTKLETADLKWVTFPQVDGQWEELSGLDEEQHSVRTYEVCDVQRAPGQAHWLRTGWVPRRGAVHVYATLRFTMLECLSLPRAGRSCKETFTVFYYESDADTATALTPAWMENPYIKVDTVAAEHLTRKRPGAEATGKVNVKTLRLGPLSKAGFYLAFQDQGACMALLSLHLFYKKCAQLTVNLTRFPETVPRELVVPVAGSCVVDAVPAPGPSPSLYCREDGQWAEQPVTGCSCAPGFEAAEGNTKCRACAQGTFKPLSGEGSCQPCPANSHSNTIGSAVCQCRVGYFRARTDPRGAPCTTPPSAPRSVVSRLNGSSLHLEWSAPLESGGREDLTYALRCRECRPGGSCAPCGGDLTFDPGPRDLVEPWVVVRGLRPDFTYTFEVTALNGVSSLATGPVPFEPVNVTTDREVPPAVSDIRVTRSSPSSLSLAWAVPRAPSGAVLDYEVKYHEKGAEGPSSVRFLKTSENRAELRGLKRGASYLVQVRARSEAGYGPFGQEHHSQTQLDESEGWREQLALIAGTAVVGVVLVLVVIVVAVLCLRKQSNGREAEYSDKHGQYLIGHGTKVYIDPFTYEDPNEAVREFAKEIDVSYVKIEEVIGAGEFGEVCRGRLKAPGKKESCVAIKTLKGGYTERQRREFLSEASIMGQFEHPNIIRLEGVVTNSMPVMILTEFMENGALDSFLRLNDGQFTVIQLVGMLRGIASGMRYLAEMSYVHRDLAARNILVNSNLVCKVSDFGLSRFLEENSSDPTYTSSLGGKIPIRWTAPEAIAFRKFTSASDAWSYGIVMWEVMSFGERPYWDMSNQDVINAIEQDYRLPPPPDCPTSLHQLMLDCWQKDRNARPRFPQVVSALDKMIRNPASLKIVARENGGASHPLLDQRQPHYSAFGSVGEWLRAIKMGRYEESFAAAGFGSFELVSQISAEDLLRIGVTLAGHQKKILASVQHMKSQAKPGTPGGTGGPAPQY
S1P2 agonist: S1P2 (human) receptor agonism. actives 0.46% (n = 97,000). O95136. activation, % at 4.5 µM. AID 729. S1P2-expressing cell line, agonist reporter read-out; in the data active = activation above about 16%;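 also: 0% = vehicle low control and 100% = maximal reference agonist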
PostGolgi yeast: growth inhibition of a yeast mutant, post-Golgi transport screen | post-Golgi transport phenotypic cell assay | inhibition, % at 10 µM | actives 0.9% (n = 98,000) | AID 739;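 also: yeast cells grown in 1536-well plates; yeast grown about 18 h at 30C before absorbance read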
S1P2 blocker: antagonists of human S1P2 receptor | actives 0.21% (n = 97,000) | AID 736 | inhibition, % at 5 µM | O95136 | cell-based S1P2 antagonist assay, inhibition at 5 uM; in the data active = inhibition above about 45%;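 also: CRE beta-lactamase reporter cells expressing human S1P2 stimulated with S1P; 0% = agonist at EC80 alone and 100% = agonist plus reference antagonist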
PostGolgi ctrl: yeast control strain growth, post-Golgi counter-screen; AID 738; efflux-deficient yeast background strain, growth absorbance A615, 16 h; inhibition, % at 10 µM; actives 5% (n = 98,000)
PTPN22 act: increases human PTPN22 phosphatase activity; Q9Y2R2; activation, % at 2 µM; recombinant LYP, DiFMUP fluorescence; 0 = plate median, 100 = signal doubled; actives 0.11% (n = 96,000);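 active = activation at 2 µM above a set limit, the mean plus 5 SD, cut at about 37% in these data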
LYP inh 2: LYP (human) phosphatase inhibition | Q9Y2R2 | recombinant LYP catalytic domain, DiFMUP fluorescence | inhibition, % at 2 µM | actives 0.21% (n = 96,000) | AID 640;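 active = inhibition at 2 µM at or above a set limit, the screen mean plus 3 SD, cut at about 24% in these data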;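 also: 0% = DMSO with enzyme and 100% = enzyme fully blocked by orthovanadate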
FAK blocker: FAK (human) kinase inhibition. Q05397. biochemical FAK kinase activity assay. AID 727. actives 0.84% (n = 97,000). inhibition, %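 (tested at 7 µM)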; in the data active = inhibition above about 19%;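 also: 0% = DMSO and 100% = reference compound high control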
HIV Rev-RRE inh: inhibitors of HIV-1 Rev-RRE RNA interaction | Rev peptide-RRE RNA binding, FRET | AID 704 | actives 0.79% (n = 97,000) | inhibition, % at 8 µM | P05866;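 active = inhibition above the screen-wide mean plus 3 SD, cut at about 35% in these data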;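 also: 0% = median DMSO wells and 100% = median Neomycin B control wells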
Target sequence (P05866 whole entry, looked up): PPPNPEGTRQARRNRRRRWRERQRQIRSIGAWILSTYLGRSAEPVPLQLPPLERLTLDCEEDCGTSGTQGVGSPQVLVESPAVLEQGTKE
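Assay system: Rev peptide and RRE RNA, both fluorescently labelled; times: 5 min preincubation and 15 min binding, 25 °C; detection: FRET, ex 480 nm, em 540 and 671 nm; read-out basis: % inhibition from 671/540 nm acceptor-to-donor ratio, scaled between controls; benchmarks: DMSO low control, neomycin B high control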
The depositor's hits bear a star; . = no result given. Rule as the data show it, unless noted: active = inhibition above about 30%; inactive = the rest.

SMILES | EphB4 antag | S1P2 agonist | PostGolgi yeast | S1P2 blocker | PostGolgi ctrl | PTPN22 act | LYP inh 2 | FAK blocker | HIV Rev-RRE inh
CSCCC(NS(=O)(=O)c1ccc2c(c1)oc(=O)n2C)C(=O)NC1CCCCC1 (stereo not drawn) | -4 | -6 | -5 | 12 | 1 | 3 | -4 | 2 | -2
Cc1ccc(NC(=O)C(=O)NC(C)C2COc3ccccc3O2)cc1 (stereo not drawn) | -1 | 0 | 0 | 7 | 7 | -11 | 16 | -2 | 5
CN1CCc2c(C#N)c(N3CCCCC3)nc(NCc3ccccc3)c2C1 | 7 | -4 | 27 | 18 | 48* | -5 | 4 | 5 | 14
Cc1cc(C(=O)CSc2nnc3c(Cl)cc(Cl)cn23)c(C)n1C | -2 | -3 | 1 | 5 | -10 | -2 | 5 | -2 | 3
COc1ccc(S(=O)(=O)N2CCN(S(=O)(=O)c3ccc(C(F)(F)F)cc3)CC2)cc1C | 9 | -10 | -4 | -15 | 4 | -4 | 3 | 7 | 4
Cc1cccc(C)c1N1CCN(S(=O)(=O)N2CCOCC2)CC1 | 4 | -5 | 5 | -7 | 27 | -2 | 3 | 1 | 9
CCOC(=O)CNC(=O)CSc1nc(C)cc(C)c1C#N | -2 | -1 | -9 | -15 | 3 | 3 | -6 | -7 | -1
Brc1cnc(N2CCOCC2)nc1N1CCCCC1 | -5 | -5 | -6 | -12 | 14 | 8 | -9 | 0 | 5
COC(=O)c1cc(=O)nc2sc(-c3ccc(F)cc3)nn12 | -2 | -1 | 0 | 6 | -5 | -6 | 4 | 2 | 4
O=C(COC(=O)c1cnccn1)Nc1ccc2c(c1)OCO2 | -2 | -6 | -3 | -2 | 28 | 5 | -5 | 1 | 8
COc1ccc(CNC(=O)CSc2nc3nc(C)cc(C)n3n2)cc1 | 3 | -5 | 15 | -10 | -2 | 6 | -7 | -4 | 7
Cc1ccccc1C(=O)N1CCN(c2ccc([N+](=O)[O-])c(NCc3ccco3)c2)CC1 | -1 | -8 | 5 | 20 | 27 | -11 | 16 | 3 | 4
CCn1ncc(C2=NOC(C(=O)NCC(C)C)C2)c1C (stereo not drawn) | 5 | -4 | -2 | 3 | 0 | -5 | 5 | -2 | 3
Nc1nncn1C(=O)c1ccccc1Cl | -6 | 0 | -15 | -4 | 2 | 5 | -10 | 1 | 6
CCCC(C(=O)NCC1CCCO1)N(Cc1ccco1)C(=O)CNS(=O)(=O)c1ccc(F)cc1 (stereo not drawn) | -3 | -1 | 7 | -15 | -6 | -3 | 1 | 0 | 1
Cc1ccc(CNCc2ccccc2Cl)cc1 | 2 | -1 | -3 | -5 | -4 | 5 | -5 | 1 | -2
COc1cccc(NS(=O)(=O)c2cc(C)sc2C)c1 | -1 | -1 | -1 | 3 | 18 | 0 | 2 | 1 | 2
Cc1ccc(C)c(NC(=O)c2ccc[n+](Cc3ccc([N+](=O)[O-])cc3)c2)c1 | -1 | -4 | -7 | 11 | 10 | 11 | -7 | 0 | -3
Cc1cccc(NC(=S)N/N=C/c2ccc(Cl)c([N+](=O)[O-])c2)c1 | -4 | -2 | -4 | 15 | -6 | 11 | -9 | -5 | 5
COc1cccc(NC(=O)COc2ccc(C)cc2)c1 | 4 | -3 | . | 0 | . | -4 | -2 | 0 | 1
COc1cccc(C(=O)NC2CCN(CC(=O)NCc3ccccc3OC)CC2)c1 | 4 | -2 | -6 | 11 | 0 | -7 | 9 | -2 | 3
COc1ccc2c(C)c(C(=O)NCC(C)O)oc2c1OC (stereo not drawn) | 5 | -2 | 0 | -1 | 7 | 2 | -2 | -2 | 4
COc1ccc(-c2oc(/N=C/N3CCCC3)c(C#N)c2-c2ccc(OC)cc2)cc1 | -2 | -2 | -18 | -8 | 10 | 2 | 0 | -1 | 7
COc1ccc(CCN(C)C(=O)C2CCCN(Cc3ccc(OC)c(OC)c3)C2)cc1OC (stereo not drawn) | 5 | -6 | 25 | 0 | 10 | -2 | 0 | 3 | 6
COc1ccc(NC(=O)c2cc3c(=O)n(C)c4ccccc4c3n2C)cc1OC | -8 | -2 | -6 | 3 | 2 | -8 | 6 | 2 | -5
Cc1ccccc1NC(=O)c1ccc(C)c(S(=O)(=O)Nc2ccccn2)c1 | -7 | -1 | -1 | 1 | 2 | 8 | -4 | -3 | -1
CCOC(=O)C1=NN(c2ccccc2C)C2=NC(C)=C(C(=O)OC)C(c3cccs3)N12 (stereo not drawn) | -6 | -7 | . | -17 | . | -2 | 4 | 3 | -2
O=C(Oc1nsnc1N1CCOCC1)N1CCCCC1 | 4 | -3 | . | 5 | . | 4 | -6 | 1 | 8
COc1cc(CNn2c(C)n[nH]c2=S)cc(Cl)c1OCc1ccccc1 | -6 | -2 | -1 | -16 | 20 | 12 | -9 | 6 | -6
COCC(O)CSc1nc(C)[nH]c1[N+](=O)[O-] (stereo not drawn) | 0 | -2 | -1 | -4 | 12 | 1 | -1 | -2 | 8
CCCOP(=O)(c1ccc(N(C)C)cc1)C(O)c1ccccc1OC (stereo not drawn) | 1 | -3 | -6 | 14 | 4 | 6 | -9 | -6 | -1
O=C(CC1Oc2ccccc2NC1=O)NCc1ccccc1 (stereo not drawn) | 0 | -7 | -6 | 28 | 15 | -2 | -1 | 6 | 13
COC(=O)c1ccccc1NC(=O)CN(C)S(=O)(=O)c1ccc(OC)c(C)c1 | -5 | -2 | 12 | 5 | 14 | 2 | -4 | 0 | 14
CC(C)CC(=O)N1CCN(CC2CC=CCC2)CC1 (stereo not drawn) | 2 | -6 | . | -15 | . | -14 | 14 | -1 | 3
CCOc1ccc(N2C(=O)CC(NCCc3ccncc3)C2=O)cc1 (stereo not drawn) | 0 | -1 | 7 | -25 | 3 | -7 | 4 | -1 | -1
CCOc1cc(/C=C2\N=C(SCC)SC2=O)cc([N+](=O)[O-])c1OC(C)=O | -7 | -6 | 4 | 16 | 20 | -16 | 14 | 5 | 2
CC(NS(=O)(=O)c1ccccc1)C(=O)Nc1nccs1 (stereo not drawn) | 8 | -4 | 3 | 16 | 8 | 2 | -3 | 4 | 10
CC(=O)NC1CCN(C(=O)N2CCCC2)CC1 | -3 | -6 | -3 | -9 | -4 | 7 | -10 | -3 | 1
CN(CC(=O)N1CCCC1)S(=O)(=O)c1cc(Cl)ccc1Cl | 4 | -7 | -3 | -17 | 4 | -4 | 5 | 1 | 8
COc1cccc(C(=O)N2CCN(Cc3ccc4c(c3)OCO4)CC2)c1OC | -1 | -3 | -2 | -8 | 17 | 14 | -15 | -1 | -1
O=C(O)C1CCCCC1C(=O)Nc1ccccc1Nc1ccccc1 (stereo not drawn) | 2 | -7 | 4 | 16 | 15 | 10 | -11 | 1 | 19
N#Cc1cnn(Cc2ccccc2)c1N | -3 | -9 | -15 | -9 | 11 | -9 | 7 | 1 | 11
COc1cc2cc(C(=O)Nc3ccccc3)c(N)nc2cc1OC | 1 | -6 | -3 | 10 | 3 | 6 | -8 | 1 | 12
C=CCc1ccc(OCC(O)COCC)c(OC)c1 (stereo not drawn) | -1 | -6 | 9 | 16 | -7 | -4 | 1 | -4 | 3
COc1cc(NC(=O)Nc2cccc(C(C)=O)c2)cc(OC)c1OC | -3 | -4 | -1 | -5 | 1 | -4 | 4 | 1 | -2
CCN(CC)c1ncccc1C(=O)NCc1cccs1 | -6 | 1 | -5 | 21 | 10 | -4 | 4 | 0 | 3
CC1=C(C(=O)Nc2ccccc2)C(c2ccncc2)C(C#N)=C(SCC(=O)NC(C)C)N1 (stereo not drawn) | -6 | -1 | 3 | -13 | 0 | 11 | -17 | 2 | -5
CCN1C(=O)Cc2cc(S(=O)(=O)N3CCOCC3)ccc21 | 5 | -9 | 5 | 10 | 1 | -8 | 7 | -8 | 6
COc1cccc(C2CC(c3cccs3)=NN2C(=O)CSC2=NN3CCCC(=O)N=C3S2)c1OC (stereo not drawn) | 4 | -6 | 1 | 10 | 20 | -14 | 11 | 0 | 0
Cc1ccc(S(=O)(=O)N2C(=O)CCC2C(=O)Nn2cnnc2)cc1 (stereo not drawn) | -3 | -1 | 8 | -10 | -5 | 0 | 3 | 1 | 8
O=C(Cn1c(-c2ccccc2)noc1=O)Nc1ccc(S(=O)(=O)N2CCOCC2)cc1 | 8 | 0 | 1 | -8 | -1 | 12 | -15 | 1 | 0
O=C1C2C3C=CC(C3)C2C(=O)N1CN(Cc1ccccc1)CN1C(=O)C2C3C=CC(C3)C2C1=O (stereo not drawn) | 9 | -4 | -10 | 7 | 37* | -2 | 0 | 4 | 5
Cn1c(=O)c(-c2ccccc2)nc2ccccc21 | -1 | -2 | . | -10 | . | -5 | 6 | -1 | 6
Cc1ccc(N=Cc2nc(/C=C/c3cccc([N+](=O)[O-])c3)oc2O)cc1 | 1 | -6 | -12 | -3 | -4 | -2 | 0 | 0 | 32
COc1ccc(-n2c3c(cc(C(=O)N4CCN(CCO)CC4)c2=O)C(=O)CC(C)(C)C3)cc1 | 1 | 2 | 10 | -16 | 24 | 16 | -15 | 5 | 6
CC(=O)NC1N=C(C)N(c2ccccc2)C1=O (stereo not drawn) | 0 | 0 | -1 | -10 | -2 | -11 | 12 | -1 | 2
CCOc1ccc(NC2=NCCC(=O)N2Cc2cccs2)cc1 | -4 | -7 | -1 | -9 | 3 | 8 | -7 | -4 | 0
CC(=O)Nc1ccc(NC(=O)COC(=O)c2ccc(C)s2)cc1 | -2 | -4 | 3 | 8 | 11 | 10 | -8 | 0 | -4
O=C(CSc1nc2cc(Cl)ccc2s1)N1CCCc2ccccc21 | 1 | -16 | -1 | 4 | 13 | -9 | 12 | 5 | 12
O=C(NCCN1CCOCC1)c1nn2c(c1Cl)NC(c1ccccc1)CC2C(F)(F)F (stereo not drawn) | 3 | -10 | -3 | 11 | -1 | -3 | 3 | -3 | 5
CCC(=O)Nc1ccc(-c2cc(-c3ccccc3)nc(-c3ccc(NC(=O)CC)cc3)n2)cc1 | 4 | 0 | -2 | 7 | -1 | -2 | 0 | -24 | -6
COc1ccc(N=C2S/C(=C\c3cc(C)n(C)c3C)C(=O)N2CC(C)C)cc1 | -4 | -5 | -11 | -8 | 11 | 2 | 0 | -6 | -6
CSc1nnc(COc2ccc(C)cc2)n1N | 4 | -2 | . | 9 | . | 10 | -14 | 37* | 0

Structural class, those above containing a Cl atom.
SMILES | EphB4 antag | S1P2 agonist | PostGolgi yeast | S1P2 blocker | PostGolgi ctrl | PTPN22 act | LYP inh 2 | FAK blocker | HIV Rev-RRE inh
Cc1cc(C(=O)CSc2nnc3c(Cl)cc(Cl)cn23)c(C)n1C | -2 | -3 | 1 | 5 | -10 | -2 | 5 | -2 | 3
Nc1nncn1C(=O)c1ccccc1Cl | -6 | 0 | -15 | -4 | 2 | 5 | -10 | 1 | 6
Cc1ccc(CNCc2ccccc2Cl)cc1 | 2 | -1 | -3 | -5 | -4 | 5 | -5 | 1 | -2
Cc1cccc(NC(=S)N/N=C/c2ccc(Cl)c([N+](=O)[O-])c2)c1 | -4 | -2 | -4 | 15 | -6 | 11 | -9 | -5 | 5
COc1cc(CNn2c(C)n[nH]c2=S)cc(Cl)c1OCc1ccccc1 | -6 | -2 | -1 | -16 | 20 | 12 | -9 | 6 | -6
CN(CC(=O)N1CCCC1)S(=O)(=O)c1cc(Cl)ccc1Cl | 4 | -7 | -3 | -17 | 4 | -4 | 5 | 1 | 8
O=C(CSc1nc2cc(Cl)ccc2s1)N1CCCc2ccccc21 | 1 | -16 | -1 | 4 | 13 | -9 | 12 | 5 | 12
O=C(NCCN1CCOCC1)c1nn2c(c1Cl)NC(c1ccccc1)CC2C(F)(F)F (stereo not drawn) | 3 | -10 | -3 | 11 | -1 | -3 | 3 | -3 | 5
